# Assay outcomes from PubChem.
# CBFb-RUNX1 inh: qHTS Assay for Compounds Blocking the Interaction Between CBF-beta and RUNX1 for the Treatment of Acute Myeloid Leukemia. Runt-related transcription factor 1 (Homo sapiens) + Core-binding factor subunit beta …. AlphaScreen CBFb-His/RUNX1-biotin binding, biochemical. Potency, µM (titrated, usually from 59.8 µM), inactives show at the top dose activity, negative = inhibition, usual class: inhibitors. 230,000 tested, under 10 active; further: % of control where 0% means no effect
#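 CBFb-His/RUNX1-biotin, 30 nM each, preincubated 20 min RT; compound 15 min RT; Ni + streptavidin beads 50 ng each, 90 min RT; AlphaScreen read.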
# IMPase Li cell: qHTS Assay for Identifying the Cell-Membrane Permeable IMPase Inhibitors: Potentiation with Lithium; 0.35% of 210,000 active; Potency, µM (titrated, usually from 59.4 µM), without a hit: at the top dose activity, negative = IMPase inhibition, most hits filed as inhibitors; AID 1457, 2008; CHO-M1 cells, IP1 TR-FRET (IP-One), carbachol + lithium;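 further: IP1 builds up when IMPase is blocked and the TR-FRET signal falls; potency means the concentration at half of the fitted maximal effect; plate controls were basal vehicle for no effect and high inhibitor control for full effect; nearly all actives have a fitted effect of over 50% in size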
#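 Concentration–response in CHO-M1 cells, lithium-potentiated; 30 min at 37C. IP1 detected by competitive TR-FRET after 10 min lysis at RT. Hill-fitted AC50.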
# aGal spleen mod: qHTS Assay for Inhibitors and Activators of Human alpha-Galactosidase From Spleen Homogenate. Alpha-galactosidase A (Homo sapiens), P06280. Potency, µM (highest dose often 80 µM), for the others: top-dose activity change, negative = inhibition, most hits filed as inhibitors. AID 2107, 2009. human spleen homogenate, 4MU-alpha-Gal fluorescence, 40 min. 0.008% of 240,000 active;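 further: potency means the concentration at half of the fitted maximal effect; 0% = enzyme with vehicle and -100% = no enzyme basal signal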
# Target sequence (P06280 32-429 limits assumed): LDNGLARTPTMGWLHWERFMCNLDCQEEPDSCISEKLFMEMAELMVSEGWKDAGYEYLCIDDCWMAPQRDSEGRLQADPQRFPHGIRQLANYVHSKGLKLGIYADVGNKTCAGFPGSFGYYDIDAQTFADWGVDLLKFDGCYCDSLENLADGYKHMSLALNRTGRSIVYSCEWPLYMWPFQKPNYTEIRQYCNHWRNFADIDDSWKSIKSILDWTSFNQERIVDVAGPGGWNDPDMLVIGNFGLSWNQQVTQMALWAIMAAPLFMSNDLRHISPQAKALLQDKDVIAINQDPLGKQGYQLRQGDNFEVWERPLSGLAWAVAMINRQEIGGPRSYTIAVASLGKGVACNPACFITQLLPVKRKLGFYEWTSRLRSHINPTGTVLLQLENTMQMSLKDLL
#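 Fluorogenic readout (Ex 365/Em 440 nm) of 4-methylumbelliferone released from 1 mM 4-MU-alpha-galactoside by spleen homogenate, 40 min at 37C, pH 5.0. Data normalized to no-enzyme and enzyme controls; Hill-equation AC50 from compound titrations.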
# Epigenetic reg: Quantitative High-Throughput Screen for Regulators of Epigenetic Control; Potency, µM (series often up to 53.9 µM), without a hit: at the top dose GFP activation, actives largely listed as activators; AID 1865, 2009; murine LDR cells, GFP reporter derepression, 30 h; 0.2% of 280,000 active; further: potency means the concentration at half of the fitted maximal effect; % of control where 0% means no effect; nearly all actives have a fitted effect of over 60% in size
#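 Reporter derepression read as number of fluorescent GFP-positive objects, 20-120 um in size, counted by laser-scanning cytometer. Mouse LDR line with an epigenetically silenced CMV-GFP locus; compound incubation 30 h, 37 C.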
# NPSR antag: qHTS Assay for Antagonists of the Neuropeptide S Receptor: cAMP Signal Transduction; Q6W5P4; CHO-NPSR cells, cAMP TR-FRET, antagonist mode; Potency, µM (doses to about 38.3 µM), for inactives: at the highest dose activity change, negative = inhibition, hits mostly inhibitors; 1% of 220,000 active; further: potency means the concentration at half of the fitted maximal effect; on the % scale 0 is the no-effect control and ±100 the full control effect; nearly all actives have a fitted effect of over 50% in size; many of its hits are not listed in these tables
# Target sequence (Q6W5P4 whole entry, looked up): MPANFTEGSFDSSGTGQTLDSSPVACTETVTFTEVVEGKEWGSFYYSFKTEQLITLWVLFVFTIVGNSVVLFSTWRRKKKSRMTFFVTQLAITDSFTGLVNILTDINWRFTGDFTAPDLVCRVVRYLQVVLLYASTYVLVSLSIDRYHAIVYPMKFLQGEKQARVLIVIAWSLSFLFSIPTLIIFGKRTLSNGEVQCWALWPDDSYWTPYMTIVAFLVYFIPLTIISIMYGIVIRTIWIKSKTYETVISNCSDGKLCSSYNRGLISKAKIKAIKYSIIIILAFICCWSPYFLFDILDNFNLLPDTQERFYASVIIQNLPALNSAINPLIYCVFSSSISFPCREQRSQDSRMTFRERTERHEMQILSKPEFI
# Lamin A splicing: qHTS Assay for Modulators of Lamin A Splicing. HeLa LMNA splicing GFP/RFP minigene ratio, 48 h. Potency, µM (top dose mostly 46.1 µM), without a hit: top-dose ratio change, negative = inhibition, usual class: inhibitors. 0.01% of 200,000 active; active means well fitted inhibition curve with a large enough effect in the signal ratio, with a control signal flat, not every such curve was filed as active; inconclusive means small, poorly fitted or top-dose-only effect, or effect the other way, or a change in a side signal; the % refers to the signal ratio; further: potency means the concentration at half of the fitted maximal effect; on the % scale 0 is the no-effect control and ±100 the full control effect
#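 S3 HeLa cells stably expressing lamin A-EGFP splicing minigene plus DsRed2, 600 cells/well, 48 h compound exposure at 37C. Laser-scanning cytometry; analysed as GFP (500-530 nm)/RFP (575-640 nm) total intensity ratio; 0.5% DMSO vehicle.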
# KinaseGlo FLuc: Counterscreen for Luciferase (Kinase-Glo TM) Inhibition. 0.28% of 200,000 active. Kinase-Glo luciferase, ATP luminescence, 8 min. Luciferin 4-monooxygenase (Photuris pensylvanica), Q27757. Potency, µM (series often up to 38.3 µM), without a hit: top-dose activity change, negative = inhibition, most hits filed as inhibitors; further: potency means the concentration at half of the fitted maximal effect; on the % scale 0 is the no-effect control and ±100 the full control effect; nearly all actives have a fitted effect of over 60% in size
#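 Kinase-Glo luciferase light output from ATP and luciferin was measured with 10 uM ATP, within the enzyme's linear range. Buffer: 50 mM imidazole pH 7.2, 50 mM KCl, 7 mM MgCl2, 0.01% Tween 20, 0.05% BSA; luminescence read after 8 min at ambient temperature.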
# * = called active by the depositor; ? = inconclusive; / = not tested or not shown; [ ] = another dose, or the depositor's remark. Unless noted, the call rests on the fitted dose curve; in most records, active means well fitted curve in the direction sought with a large enough effect; inconclusive means small, poorly fitted or top-dose-only effect, or another doubt; inactive means no such curve, though single readings can be large; an effect the other way counts as inactive or inconclusive. Some of the compounds tested; the hit share may differ from the screen's.
Compound,CBFb-RUNX1 inh,IMPase Li cell,aGal spleen mod,Epigenetic reg,NPSR antag,Lamin A splicing,KinaseGlo FLuc
COc1ccc(CCN2C(=O)CC(Cc3ccc(C)cc3)C2=O)cc1OC (stereo not given),4%,-1%,-6%,1.8%,10%,5%[46 µM],-4%
Cn1ccnc1SCc1cn2ccccc2n1,3%,-1%[38.3 µM],-3%,-0.7%,-5%[46.1 µM],1%,-11%
O=C(c1cnccn1)N1CCC2(CC1)CCN(c1ccccn1)CC2,/,14%,-1%,/,/,/,-2%
O=C(Nc1cccc(S(=O)(=O)N2CCCCC2)c1)c1ccc2ccccc2n1,18%,5%,1%,-3.2%,-29%,?,4%
COc1ccccc1OCC(=O)O/N=C(\N)c1ccccn1,2%,/,7%,3.7%,38%,/,/
C/C=C(/C)C(=O)Nc1cccc(C2=NOC3(C2)C[C@@H](C(N)=O)N(C(=O)c2ccc(OC)cc2)C3)c1 (stereo not given in full),20%,/,1%,7.2%,19%,/,/
CC(C)CNC(=O)c1cccc(NC(=O)CSc2ccc(Cl)cc2)c1,11%,-2%,-7%,0.0%,-8%[46.1 µM],3%,1%
CC(C)(C)c1ccc(C(=O)Nc2ccc([N+](=O)[O-])cn2)cc1,-3%,1%,-3%,0.0%,0%,?,1%
CN(C)S(=O)(=O)c1ccc(C(=O)OCC(=O)c2ccc3c(c2)NC(=O)CO3)cc1,-1%,/,7%,3.3%,-10%,?,/
CCOC(=O)c1oc2ccccc2c1NC(=O)c1cccs1,11%,-25%[38.3 µM],2%,0.0%,?,3%,-1%
Cc1nc(NS(=O)(=O)c2ccccc2)sc1C(=O)NN,-3%,-2%,-4%,0.5%,-8%,?,2%
CCOC(=O)C1=C(C)NC(=S)NC1c1ccc(C)s1 (stereo not given),0%,15%,8%,0.9%,-2%,3%[46 µM],0%
C=CCc1c(C)nc(-c2ccccc2)nc1Nc1ccccc1O,16%,2%,5%,?,-24%,?,5%
Cc1[nH]nc2c1C(c1ccccn1)N(c1ccc(Br)cc1)C2=O (stereo not given),8%,12%[38.3 µM],2%,1.0%,-16%[46.1 µM],-3%,-2%
O=[N+]([O-])c1ccc(N2CCN(CCO)CC2)cc1Sc1nc2ccccc2[nH]1,-3%,7%[38.3 µM],-6%,1.2%,-18%[46.1 µM],-8%,-1%
COc1ccc(-c2ccnc(SCC(=O)Nc3ccccn3)n2)cc1,3%,-1%,-6%,-1.0%,-2%[46.1 µM],16%,1%
O=C(N/N=C\c1ccncc1)c1ccccc1O,4%,7%,-10%,4.2%,-2%,/,-3%
CCN(CC)c1ccc2c(C)cc(=O)oc2c1,31%[21.7 µM],-8%,?,/,/,/,/
CC(C)(C)c1ccc(-c2noc(-c3ccc4c(c3)CCO4)n2)cc1,14%,/,7%,2.1%,-11%,/,/
CCCc1nc2ccccc2c(=O)n1CC(=O)c1ccccc1,7%,-11%,-11%,-0.2%,13%,/,/
O=C(NNC(=S)NCc1ccc(Cl)cc1)c1ccc2c(c1)OCO2,-2%,2%,-2%,0.9%,-8%,9%[46 µM],-4%
O=C(c1ccccn1)N1CCN(C(=O)c2ccccn2)CC1,1%,2%[38.3 µM],7%,2.1%,5%[46.1 µM],?,-4%
CCc1cccc(C)c1NC(=O)CO/N=C(\N)CC(=O)NC1CCCCC1,-1%,5%,0%,?,-4%,-21%[46 µM],2%
COc1cc(C(F)(F)F)nc2ccc(C#CCOC(=O)Nc3ccccc3)cc12,18%,/,-2%,0.0%,-25%,/,/
O=C(Nc1ncc(Cc2ccc(C(F)(F)F)cc2)s1)c1ccc(-c2cccc([N+](=O)[O-])c2)o1,0%,0%,1%,-1.0%,5%,?,4%
CCN(CC)CCNC(=O)C1CCN(S(=O)(=O)N2CCCCC2)CC1,3%,15%[38.3 µM],-3%,-2.4%,14%[46.1 µM],-2%,2%
O=C(Nc1ccccc1C(=O)O)c1ccc(Cl)c(S(=O)(=O)N2CCOCC2)c1,-1%,-17%[38.3 µM],8%,-1.1%,4%[46.1 µM],-5%,-4%
Cc1cc(C)c[n+](-c2nc3ccccc3nc2[N-]S(=O)(=O)c2ccc(Br)s2)c1,-2%,2%,-6%,1.0%,-3%,-26%,-2%
S=c1[nH]nc(C2(c3ccccc3)CCCC2)o1,3%,/,6%,0.0%,0%,/,/
O=C(Nc1cccc(Br)c1)c1ccc(Cl)c(S(=O)(=O)N2CCOCC2)c1,11%,?,2%,-1.2%,?,?,10%
O=C(O)C1CC=CCC1C(=O)NCCc1cccc(Cl)c1 (stereo not given),-10%,21%[38.3 µM],5%,-0.1%,-10%[46.1 µM],0%,-2%
COc1ccc(/C=C(\C#N)C(=O)OCC(=O)NC2CC2)cc1,-4%,10%,-4%,-2.7%,1%,?,-1%
O=S(=O)(NCc1ccco1)c1ccc2c(c1)Cc1ccccc1-2,0%,17%[38.3 µM],-1%,-5.4%,-9%[46.1 µM],-6%,7%
CCOC(=O)C1Cc2cc3c(cc2C1=O)CC(C(=O)OCC)C3=O (stereo not given),1%,-27%[38.3 µM],11%,-1.6%,4%[46.1 µM],0%,-3%
CC(=O)Nc1ccc(NC(=O)C(C)OC(=O)/C=C/c2cccs2)cc1 (stereo not given),8%,7%,-4%,-2.0%,-12%,/,-1%
CCOC(=O)CCc1c(C)nc2cc(-c3ccc(Cl)cc3)[nH]n2c1=O,-5%,16%[38.3 µM],-3%,0.0%,-13%[46.1 µM],-2%,-1%
CC1CN(C2CCN(S(=O)(=O)Cc3ccccc3)CC2)CC(C)O1 (stereo not given),4%,3%[38.3 µM],2%,-1.0%,-8%[46.1 µM],2%,0%
COc1ccc(C(=O)Nc2cccnc2)cc1S(=O)(=O)N1CCOCC1,3%,-6%[38.3 µM],-1%,-0.2%,-25%[46.1 µM],?,-7%
COC(=O)c1cc(COc2ccc3c(c2)oc(=O)c2ccccc23)c(C)o1,-4%,-8%[38.3 µM],19%,1.3%,-6%[46.1 µM],7%,-2%
Cc1[nH]nc2c1C(c1cn[nH]c1-c1ccc(F)cc1)C(C#N)=C(N)O2 (stereo not given),9%,-14%[38.3 µM],-7%,-0.9%,19%[46.1 µM],?,-1%

# 4 entries from above, as labelled records:
> C/C=C(/C)C(=O)Nc1cccc(C2=NOC3(C2)C[C@@H](C(N)=O)N(C(=O)c2ccc(OC)cc2)C3)c1 (stereo not given in full)
  CBFb-RUNX1 inh: 20%; IMPase Li cell: /; aGal spleen mod: 1%; Epigenetic reg: 7.2%; NPSR antag: 19%; Lamin A splicing: /; KinaseGlo FLuc: /

> O=C(N/N=C\c1ccncc1)c1ccccc1O
  CBFb-RUNX1 inh: 4%; IMPase Li cell: 7%; aGal spleen mod: -10%; Epigenetic reg: 4.2%; NPSR antag: -2%; Lamin A splicing: /; KinaseGlo FLuc: -3%

> COc1ccc(/C=C(\C#N)C(=O)OCC(=O)NC2CC2)cc1
  CBFb-RUNX1 inh: -4%; IMPase Li cell: 10%; aGal spleen mod: -4%; Epigenetic reg: -2.7%; NPSR antag: 1%; Lamin A splicing: ?; KinaseGlo FLuc: -1%

> CC(=O)Nc1ccc(NC(=O)C(C)OC(=O)/C=C/c2cccs2)cc1 (stereo not given)
  CBFb-RUNX1 inh: 8%; IMPase Li cell: 7%; aGal spleen mod: -4%; Epigenetic reg: -2.0%; NPSR antag: -12%; Lamin A splicing: /; KinaseGlo FLuc: -1%

# Five compounds already listed, arranged by length of the SMILES, falling:
Compound,CBFb-RUNX1 inh,IMPase Li cell,aGal spleen mod,Epigenetic reg,NPSR antag,Lamin A splicing,KinaseGlo FLuc
COC(=O)c1cc(COc2ccc3c(c2)oc(=O)c2ccccc23)c(C)o1,-4%,-8%[38.3 µM],19%,1.3%,-6%[46.1 µM],7%,-2%
COc1ccc(C(=O)Nc2cccnc2)cc1S(=O)(=O)N1CCOCC1,3%,-6%[38.3 µM],-1%,-0.2%,-25%[46.1 µM],?,-7%
CCOC(=O)C1Cc2cc3c(cc2C1=O)CC(C(=O)OCC)C3=O (stereo not given),1%,-27%[38.3 µM],11%,-1.6%,4%[46.1 µM],0%,-3%
O=S(=O)(NCc1ccco1)c1ccc2c(c1)Cc1ccccc1-2,0%,17%[38.3 µM],-1%,-5.4%,-9%[46.1 µM],-6%,7%
O=C(O)C1CC=CCC1C(=O)NCCc1cccc(Cl)c1 (stereo not given),-10%,21%[38.3 µM],5%,-0.1%,-10%[46.1 µM],0%,-2%

# (more compounds)
Compound,CBFb-RUNX1 inh,IMPase Li cell,aGal spleen mod,Epigenetic reg,NPSR antag,Lamin A splicing,KinaseGlo FLuc
Cc1noc(/C=C/c2cccs2)c1S(=O)(=O)N1CCC(C(=O)NCCCN2CCC(C)CC2)CC1,-1%,4%,-1%,1.1%,-58%,/,/
O=C(O)COc1ccc(-c2nccc(-c3cccs3)n2)cc1,-1%,10µM*,-2%,-1.2%,2%[46.1 µM],-15%,-6%
CC(c1nnc(SCC(=O)Nc2cccnc2Cl)n1-c1ccccc1)N(C)C (stereo not given),2%,3%,5%,-0.9%,10%,?,-1%
CSc1nc(C)c(Cc2ccccc2)c(=O)[nH]1,1%,1%,3%,0.9%[10.1 µM],6%,/,4%
COc1cc(C(=O)NCCSc2ccc(Br)cc2)cc(OC)c1OC,-11%,-10%,7%,1.3%,-2%,4%[46 µM],-6%
O=C(CNC(=S)N(Cc1ccccc1)Cc1cccnc1)NC1CCCCC1,5%,6%,-1%,0.0%,12%,-5%,0%
Cc1ccc2nc3sc(C(=O)N4CCCc5ccccc54)c(N)c3cc2c1,-12%,3%,-2%,-4.5%,-20%[46.1 µM],?,2%
